EPAC1 antag: antagonists of human EPAC1 | EPAC1 GEF assay, Rap1b-BODIPY-GDP exchange fluorescence | hit rate 0.14% among 360,000 | Potency, µM (titrated, usually from 115 µM), for inactives: top-dose activity change, negative = inhibition, most hits filed as inhibitors | AID 720709 | O95398;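 further: potency means the concentration at half of the fitted maximal effect; plate controls were vehicle for no effect and positive control for full effect; nearly all actives have a fitted effect of over 50% in size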
CCT modulator: modulators of cytosolic chaperonin (CCT/TRiC) activity; hit rate 0.3% among 360,000; activity change, % (no concentration beside the values), hits read low; purified chaperonin ATPase assay, HTRF ADP detection, 30 min; in the data active means activity change below about -30%; further: on the % scale 0 is the no-effect control and ±100 the full control effect
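First, chaperonin was dispensed at 40 nM or 20 nM final depending on batch activity. Next, compounds were pinned at 76 uM and ATP added at 10 uM. After 30 min at 37 °C, ADP detection reagents ran 30 min at ambient temperature.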
PLK1 PBD block: inhibitors of human PLK1 polo-box domain binding; P53350; Plk1 PBD binding of FITC phosphopeptide, fluorescence polarization; Potency, µM, for the others: max response, negative = inhibition, actives largely listed as inhibitors; hit rate 2.8% among 360,000; AID 720504; further: potency means the concentration at half of the fitted maximal effect; series mostly up to about 57 µM; on the % scale 0 is the no-effect control and ±100 the full control effect; nearly all actives have a fitted effect of over 65% in size
WRN inhibitor: blocks human WRN helicase | Q14191 | WRN helicase unwinding, fluorescent forked duplex, kinetic | Potency, µM (doses to about 114 µM), without a hit: at the highest dose activity change, negative = inhibition, hits mostly inhibitors | hit rate 0.46% among 360,000 | AID 651768; further: potency means the concentration at half of the fitted maximal effect; on the % scale 0 is the no-effect control and ±100 the full control effect; nearly all actives have a fitted effect of over 55% in size
Target sequence (Q14191 whole entry, looked up): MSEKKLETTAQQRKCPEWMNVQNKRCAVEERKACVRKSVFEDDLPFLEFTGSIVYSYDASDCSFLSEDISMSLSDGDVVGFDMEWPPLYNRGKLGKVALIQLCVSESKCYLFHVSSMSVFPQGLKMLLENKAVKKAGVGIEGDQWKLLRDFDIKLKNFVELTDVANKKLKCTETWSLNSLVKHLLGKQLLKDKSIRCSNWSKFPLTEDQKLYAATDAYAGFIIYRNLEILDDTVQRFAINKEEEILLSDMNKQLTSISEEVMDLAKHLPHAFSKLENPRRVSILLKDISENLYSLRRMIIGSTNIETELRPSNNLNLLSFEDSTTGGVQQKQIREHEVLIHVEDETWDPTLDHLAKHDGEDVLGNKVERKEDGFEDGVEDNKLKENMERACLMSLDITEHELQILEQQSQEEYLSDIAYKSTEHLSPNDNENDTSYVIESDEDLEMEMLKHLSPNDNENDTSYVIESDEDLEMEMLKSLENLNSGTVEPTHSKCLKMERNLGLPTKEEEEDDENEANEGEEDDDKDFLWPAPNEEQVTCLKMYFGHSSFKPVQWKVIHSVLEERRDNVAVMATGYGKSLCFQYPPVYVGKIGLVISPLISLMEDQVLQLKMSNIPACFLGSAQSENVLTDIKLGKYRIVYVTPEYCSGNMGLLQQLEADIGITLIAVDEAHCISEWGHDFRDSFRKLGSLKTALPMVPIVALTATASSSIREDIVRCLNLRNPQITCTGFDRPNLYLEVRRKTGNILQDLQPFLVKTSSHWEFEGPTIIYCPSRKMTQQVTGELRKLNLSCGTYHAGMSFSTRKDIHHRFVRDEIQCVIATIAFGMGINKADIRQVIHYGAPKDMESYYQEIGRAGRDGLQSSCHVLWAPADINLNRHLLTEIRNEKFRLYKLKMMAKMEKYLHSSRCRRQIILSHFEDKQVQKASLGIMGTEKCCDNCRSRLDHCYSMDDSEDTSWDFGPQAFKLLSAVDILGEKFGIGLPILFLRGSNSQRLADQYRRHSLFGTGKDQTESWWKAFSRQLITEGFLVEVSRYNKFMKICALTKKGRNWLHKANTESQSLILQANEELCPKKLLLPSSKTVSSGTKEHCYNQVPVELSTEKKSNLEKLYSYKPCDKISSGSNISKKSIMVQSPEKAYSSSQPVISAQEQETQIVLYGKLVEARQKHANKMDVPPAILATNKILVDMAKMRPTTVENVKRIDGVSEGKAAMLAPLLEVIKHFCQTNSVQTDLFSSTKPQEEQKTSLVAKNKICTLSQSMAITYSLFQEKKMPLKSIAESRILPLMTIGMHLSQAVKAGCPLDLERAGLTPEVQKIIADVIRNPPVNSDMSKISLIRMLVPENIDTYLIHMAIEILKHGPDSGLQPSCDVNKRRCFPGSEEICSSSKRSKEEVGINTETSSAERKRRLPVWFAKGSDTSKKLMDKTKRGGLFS
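WRN at 20 nM final was preincubated with compound for 15 min at room temperature; reaction started with 100 nM forked duplex oligonucleotide carrying fluorophore and quencher plus 2 mM ATP (final). Unwinding followed kinetically by red fluorescence (ex 525/em 598 nm).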
PI5P4K alpha inh: blocks human PI5P4K alpha kinase activity; AID 652105; PI5P4Kalpha enzyme, ADP-Glo luminescence, 60 min; active compounds read low; max response, %; hit rate 1.2% among 330,000; P48426; active means max response of -50% or lower; inconclusive means between -30% and -50%; inactive means -30% or higher; further: value at the top dose of about 77 µM; on the % scale 0 is the no-effect control and ±100 the full control effect
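Reactions run in 0.038 M HEPES pH 7.4, 0.28 mM EGTA, 0.1% CHAPS and 5% DMSO, with PI5P4Kalpha, substrate, compound and 5 microM ATP final, one hour at room temperature. Readout is ADP-Glo luminescence.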
IL-2 act: IL-2 activation; IL-2 activation reporter assay, cell-based qHTS; stimulated with anti-CD3/CD4/CD28 beads; in transgenic mouse T cells; activation, % (series mostly up to about 46 µM); hit rate 0.065% among 360,000; in the data active means activation above about 50%; inconclusive means mostly about 30% to 49%; further: 0% is about no effect
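Unstimulated transgenic mouse T cells; 60-min compound exposure; bead-based TCR/CD4/CD28 stimulation; 18 h culture, 37 degrees C; dual fluorescence (EGFP, DsRed) plate cytometry.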
EPAC1 ag: agonists of human EPAC1; EPAC1 agonist qHTS, biochemical assay; response scale: 100% = response to 6.5 mM cAMP; Potency, µM (doses to about 154 µM), for the others: top-dose activation, actives largely listed as activators; hit rate 0.073% among 360,000; further: potency means the concentration at half of the fitted maximal effect; nearly all actives have a fitted effect of over 60% in size
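Fluorescent GDP-exchange assay: 100 nM EPAC1 with 250 nM Rap1B preloaded with BODIPY-GDP and 50 uM GDP; compounds tested as concentration series, 5 min at room temperature, then read every 5 min for 30 min (ex 480/em 540 nm); normalized to 6.5 mM cAMP.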
EPAC2 ag: agonists of human EPAC2 (RAPGEF4); hit rate 0.079% among 360,000; AID 720711; EPAC2 activation, biochemical qHTS; response scale: 100% = 6.5 mM cAMP response; Q8WZA2; Potency, µM (top dose mostly 154 µM), for the others: top-dose activation, hits mostly activators; further: potency means the concentration at half of the fitted maximal effect; nearly all actives have a fitted effect of over 50% in size
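Setup: EPAC2 100 nM, labeled Rap1B complex 250 nM, free GDP 50 uM. Compound titrations pinned in, brief spin, 5 min room temperature incubation. Kinetic fluorescence read over 30 min, normalized to 6.5 mM cAMP.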
Numbers without * were called inactive; ? = inconclusive; · = not tested or not shown; [ ] = dose if it differs, or a comment. Unless noted, the call rests on the fitted dose curve; in most records, active means well fitted curve in the direction sought with a large enough effect; inconclusive means small, poorly fitted or top-dose-only effect, or another doubt; inactive means no such curve, though single readings can be large; an effect the other way counts as inactive or inconclusive.

structure	EPAC1 antag	CCT modulator	PLK1 PBD block	WRN inhibitor	PI5P4K alpha inh	IL-2 act	EPAC1 ag	EPAC2 ag
O=C(Nc1nc(-c2ccccc2)c(-c2ccccc2)s1)c1ccc(S(=O)(=O)N2CCCC2)cc1	13.3%	-1.4	0.7%	-3.0%	-0.4	0.1	-8.1%	-0.9%
O=C(OCCN1C(=O)c2ccccc2C1=O)c1cc2ccccc2o1	-15.0%	0.6	-5.8%	4.2%	1.8	0.5	19.1%	5.5%
CCc1nc2ccc(C(=O)Nc3cccc(NS(C)(=O)=O)c3)cn2c1N(C=O)CCC(C)C	-10.5%	0.3	-0.2%	-6.7%	-1.6	0.7	-5.1%	-4.4%
Cn1nc(C(C)(C)C)cc1C(=O)Sc1cccc(Br)c1	6.3%	0.9	?	-20.0%	21.6	-6.8	-0.4%	3.2%
Cc1cccc(NS(=O)(=O)c2ccc(C3CCCCC3)cc2)n1	13.3%	-3.1	-0.9%	-0.7%	·	-2.6	1.0%	2.2%
Cc1ccc(/C=C2\C(=N)N3N=C(CC(=O)N4CCOCC4)SC3=NC2=O)o1	3.1%	-0.9	26.7µM*	-33.7%	-22.4	0.4	-3.8%	5.1%
O=C(Cc1ccccc1)NCCSC1CCCCC1	5.9%	2.2	-4.8%	1.3%	0.5	-0.3	-0.8%	12.1%
O=C(NCCCN1CCOCC1)C1CCCN(S(=O)(=O)N2CCCCC2)C1 (stereo unspecified)	9.1%	0.6	5.1%	9.5%	-1.2	-2.0	-6.3%	4.4%
CCOc1ccc(OCCOCCNCCOC)cc1	1.5%	-1.5	5.2%	-8.6%	3.3	-3.2	-2.9%	-7.0%
Cc1ccc(NC(=O)C2CCCN(S(=O)(=O)c3ccc4[nH]c(=O)ccc4c3)C2)cc1C (stereo unspecified)	-20.1%	2.1	-15.3%	-0.8%	2.0	-1.4	-3.4%	1.6%
O=C(Nc1ccccc1Cl)c1cc[n+](Cc2ccc([N+](=O)[O-])cc2)cc1	?	1.0	-10.6%	0.0%	0.5	-0.7	1.8%	4.9%
Cc1cccc2c1ncc1c(=O)n(-c3ccccc3)[nH]c12	-6.1%	-2.1	0.0%	-5.5%	16.2	0.2	-10.3%	8.5%
Cc1cc(/C=C(\C#N)C(=O)Nc2ccccc2)c(C)n1-c1cccnc1	2.1%	1.8	-6.0%	-10.3%[57.1 µM]	-3.8	-0.9	13.6%	1.4%
CCN(CC)S(=O)(=O)c1cccc(NC(=O)COc2ccc(C#N)cc2OC)c1	-13.9%	0.1	-3.5%	-7.4%	6.3	-4.6	-4.6%	26.1%
CCOC(=O)CN1C(=O)N[C@@H](c2ccccc2)[C@@H](C(=O)OC)[C@H]1C	-17.2%	-0.5	-0.7%	-5.1%	-2.5	2.8	2.3%	6.6%
Cc1ccc(S(=O)(=O)NCc2ccc(C(=O)NC3CCCCC3)cc2)cc1	-16.4%	-0.4	-8.1%	3.1%	1.7	-3.3	0.3%	6.9%
CC(C)(C)Sc1ccc(/C=N/O)cc1[N+](=O)[O-]	-16.7%	1.5	-3.0%	-4.0%	2.6	-2.9	0.3%	3.0%
COc1ccc(C2=NN(C(=O)CCC(=O)O)C(c3ccc(OC)cc3)C2)cc1 (stereo unspecified)	-12.0%	-2.0	-1.0%	-7.9%[57.1 µM]	-2.3	-2.6	7.4%	6.2%
CSc1ccc(Cl)c(C(=O)N(C)CC(=O)Nc2ccc(N3CCOCC3)cc2)c1	10.4%	2.3	-0.1%	21.6%	-8.9	-3.5	-1.2%	20.1%
O=C(C(c1ccccc1)c1ccccc1)N1CCN(Cc2ccc(Br)cc2)CC1	15.6%	-1.5	-4.5%	3.0%	·	-1.1	-0.4%	18.5%
CC1CCc2c(sc(NC(=O)c3nc4ncccn4n3)c2C#N)C1 (stereo unspecified)	-9.0%	-5.5	4.74µM*	3.8%	-24.3	-3.4	3.7%	12.0%
CCOc1ccc(C2C(C#N)=C(N)Oc3cc(O)ccc32)cc1OCC (stereo unspecified)	-2.8%	-2.5	-5.0%	4.4%	-6.3	1.1	11.2%	16.0%
COCCSc1nnc(NC(=O)C2CC(=O)N(c3ccc(C)cc3)C2)s1 (stereo unspecified)	-22.1%	-2.0	-5.3%	-12.3%	6.4	-3.5	0.7%	9.7%
Nc1c(C(=O)O)cnn1-c1ccccc1	14.4%	-1.1	23.8µM*	6.0%	-3.2	-0.8	1.2%	8.7%
CCC(OC(=O)CN1C(=O)C(=O)c2ccccc21)C(=O)Nc1ccccc1OC (stereo unspecified)	-14.8%	-4.8	-19.5%	1.8%[57.1 µM]	-4.7	-0.5	17.3%	7.2%
CC(C)(C)c1ccc(C(=O)NCCCN2CCN(CCCNC(=O)c3ccc(C(C)(C)C)cc3)CC2)cc1	?	1.0	0.1%	-21.4%	-0.5	-3.6	-10.9%	-14.8%
CCCCNC(=O)C1(C)CCN1C(=O)c1ccc(OC)c(F)c1 (stereo unspecified)	5.5%	1.3	-3.0%	-9.7%	5.1	0.0	-7.1%	16.6%
N/C(Cc1cccs1)=N\OC(=O)COc1ccc(Cl)cc1Cl	-4.1%	-1.9	-3.7%	-7.5%	6.0	0.2	20.1%	23.1%
CC(=O)N1N=C(c2ccc(Br)cc2)CC1c1cccc([N+](=O)[O-])c1 (stereo unspecified)	-7.8%	0.5	-7.9%	0.8%	0.5	-0.5	9.5%	12.6%
O=C(COC(=O)c1cccc(S(=O)(=O)NCc2ccccc2)c1)c1ccccc1	-21.1%	-0.9	3.8%	-1.1%	2.9	0.4	21.3%	8.8%
O=S1(=O)CC(N2CC=CC2)CN1Cc1cn(Cc2ccc(F)cc2)nn1 (stereo unspecified)	-19.8%	0.2	3.8%	4.5%	0.1	-0.7	-7.6%	-5.2%
NC(=O)C1CCN(C(=O)C2CCN(S(=O)(=O)c3ccccc3)CC2)CC1	5.9%	-3.8	-9.0%	0.6%	-1.3	-2.1	-5.5%	12.7%

Shown as a hit in PLK1 PBD block, of those listed so far:
Molecule	EPAC1 antag	CCT modulator	PLK1 PBD block	WRN inhibitor	PI5P4K alpha inh	IL-2 act
Cc1ccc(/C=C2\C(=N)N3N=C(CC(=O)N4CCOCC4)SC3=NC2=O)o1	3.1%	-0.9	26.7µM*	-33.7%	-22.4	0.4
CC1CCc2c(sc(NC(=O)c3nc4ncccn4n3)c2C#N)C1 (stereo unspecified)	-9.0%	-5.5	4.74µM*	3.8%	-24.3	-3.4
Nc1c(C(=O)O)cnn1-c1ccccc1	14.4%	-1.1	23.8µM*	6.0%	-3.2	-0.8

Other entries follow:
structure	EPAC1 antag	CCT modulator	PLK1 PBD block	WRN inhibitor	PI5P4K alpha inh	IL-2 act	EPAC1 ag	EPAC2 ag
CCCc1ccc(C(O)c2ncc(-c3cccc(C)c3)[nH]2)cc1 (stereo unspecified)	-16.6%	0.1	4.1%	-6.3%	2.3	-0.5	-9.0%	-1.8%
CC1=C(C(=O)N2CCCCCC2)CC(CC(=O)NCCN2CCOCC2)C(=O)N1Cc1ccccc1 (stereo unspecified)	21.5%	-0.6	2.1%	11.9%	0.2	-0.2	-2.3%	3.9%
Cc1nnc(C)c2c(C)n(Cc3ccc4c(c3)OCO4)c(C)c12	-5.9%	-0.9	-2.3%	5.2%	·	-1.9	4.2%	6.4%
COc1ccc(N2CCCC2=O)cc1S(=O)(=O)N1CCOCC1	-5.8%	0.3	-6.9%	2.3%	1.0	-1.8	3.8%	0.1%
CCc1ccc(/C=N/NC(=O)c2nnn(-c3nonc3N)c2CN2CCc3ccccc32)cc1	-9.6%	-1.7	-4.6%	-11.4%	-4.1	-1.4	6.1%	6.2%
CN1CCN(S(=O)(=O)c2cccc(C(=O)N(Cc3ccccc3)c3ccccc3)c2)CC1	2.4%	-3.0	-2.3%	4.3%	1.8	4.1	-11.1%	2.7%
Cc1nc(=O)c(-c2ccccc2)c(C)n1-c1ccccc1	6.1%	0.8	-5.7%	4.2%	-2.6	0.5	-3.1%	5.2%
CC(=O)Nc1ccc(C(=O)COC(=O)CCc2ccccc2)c(F)c1	4.9%	0.7	4.5%	-13.1%	14.5	-2.6	-7.8%	-6.6%
CCOC(=O)C1=C(COC(=O)C2CC(=O)N(c3ccc(C)cc3)C2)NC(=O)NC1C (stereo unspecified)	1.1%	-1.4	3.0%	-7.1%	-1.1	2.2	-0.4%	0.2%
CCC(=O)N[C@@H]1C=C[C@@H](CC(=O)NCc2ccccc2F)O[C@@H]1CO	-2.7%	·	-8.4%	7.0%	-3.5	-0.4	0.1%	8.6%
O=C1C(=O)N(CCOCCO)C(c2ccccn2)/C1=C(\O)c1ccccc1 (stereo unspecified)	4.8%	-2.3	-6.9%	2.0%	-1.6	0.0	-1.7%	5.0%
CC(c1ccccc1)N1CC(C(=O)NC2CCCC2)CC1=O (stereo unspecified)	-0.1%	-1.0	-9.6%	-2.4%	·	1.7	-1.0%	6.8%
Cc1cc(C(=O)N2CCc3ccccc32)ccc1[N+](=O)[O-]	-3.3%	2.7	-1.0%	-3.9%	8.2	-0.2	12.6%	10.8%
COC(=O)c1ccccc1NC(=S)NC(=O)c1ccccc1C	-2.3%	1.2	-27.2%	34.4%	·	-2.4	7.2%	12.6%
COc1ccc(CC(=O)Nc2ccc(S(=O)(=O)N3CCC(C)CC3)cc2)c(OC)c1	-7.9%	-0.4	-2.6%	-6.2%	-0.5	-0.7	5.4%	9.6%
NC(=O)C1c2ccccc2CSc2ccccc21 (stereo unspecified)	3.1%	-0.3	-26.4%	1.5%	1.9	0.2	-4.3%	6.7%
CCC1(c2ccccc2)NC(=O)N(CC(=O)Nc2ccc(S(N)(=O)=O)cc2)C1=O (stereo unspecified)	16.3%	-8.0	1.4%	-3.8%	-13.9	-1.2	4.3%	4.9%
COc1ccc(CC(=O)Nc2ccc(S(=O)(=O)Nc3cc(C)on3)cc2)cc1	12.7%	-0.8	-11.4%	-13.5%	-4.1	-1.5	-3.9%	4.3%
CC(=O)Nc1ccc(OCCC[n+]2ccccc2)cc1	1.5%	-2.0	5.8%	-4.5%	1.2	-0.8	-10.4%	7.3%
COc1ccc(-c2noc(C3CCCN(C(=O)CCc4ccccc4)C3)n2)cc1 (stereo unspecified)	-4.9%	-1.5	1.6%	3.7%	·	-0.7	15.7%	13.8%

Source: PubChem BioAssay (National Center for Advancing Translational Sciences (NCATS))

Some of the compounds tested; rates above refer to the full screens.
